Assay outcomes deposited in PubChem BioAssay by several laboratories.
CHT PAM = allosteric activators of human choline transporter CHT. Q9GZV3. CHT-expressing cells, membrane potential dye, choline EC20; hits give high values; LV-AA mutant CHT in HEK293 cells. B-score at 10 µM. 0.49% of 310,000 active;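 active = initial fluorescence not abnormally high and integrated response B-score, plate-corrected, over 3 SD above library mean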
Target sequence (Q9GZV3 whole entry, looked up): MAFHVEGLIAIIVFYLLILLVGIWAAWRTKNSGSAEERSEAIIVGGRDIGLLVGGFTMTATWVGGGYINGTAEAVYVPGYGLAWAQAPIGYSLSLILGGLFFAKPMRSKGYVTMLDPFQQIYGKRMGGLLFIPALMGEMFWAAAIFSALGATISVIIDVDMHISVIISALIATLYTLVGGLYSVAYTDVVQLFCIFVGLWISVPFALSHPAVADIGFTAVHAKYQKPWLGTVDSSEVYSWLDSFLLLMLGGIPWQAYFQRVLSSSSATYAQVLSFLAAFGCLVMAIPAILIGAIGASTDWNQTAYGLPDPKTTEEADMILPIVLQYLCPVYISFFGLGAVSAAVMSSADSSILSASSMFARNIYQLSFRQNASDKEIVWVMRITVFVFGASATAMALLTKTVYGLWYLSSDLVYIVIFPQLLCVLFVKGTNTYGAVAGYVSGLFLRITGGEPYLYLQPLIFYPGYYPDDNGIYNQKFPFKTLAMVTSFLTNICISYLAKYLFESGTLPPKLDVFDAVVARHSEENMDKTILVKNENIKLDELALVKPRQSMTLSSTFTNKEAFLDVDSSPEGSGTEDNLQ
OX1R antagonist = antagonists of human orexin 1 receptor; O43613; CHO/OX1R cells, Fluo-8 calcium fluorescence, orexin A; inhibition, % at 5 µM; 0.43% of 330,000 active;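 active = inhibition above its plate's threshold, mean inhibition of all tested compounds on the plate plus 3 SD, cut at about 37% in these data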;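 note: 0% = orexin A challenge wells and 100% = SB-334867-A antagonist wells; not every result past the cut was called active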
Target sequence (O43613 whole entry, looked up): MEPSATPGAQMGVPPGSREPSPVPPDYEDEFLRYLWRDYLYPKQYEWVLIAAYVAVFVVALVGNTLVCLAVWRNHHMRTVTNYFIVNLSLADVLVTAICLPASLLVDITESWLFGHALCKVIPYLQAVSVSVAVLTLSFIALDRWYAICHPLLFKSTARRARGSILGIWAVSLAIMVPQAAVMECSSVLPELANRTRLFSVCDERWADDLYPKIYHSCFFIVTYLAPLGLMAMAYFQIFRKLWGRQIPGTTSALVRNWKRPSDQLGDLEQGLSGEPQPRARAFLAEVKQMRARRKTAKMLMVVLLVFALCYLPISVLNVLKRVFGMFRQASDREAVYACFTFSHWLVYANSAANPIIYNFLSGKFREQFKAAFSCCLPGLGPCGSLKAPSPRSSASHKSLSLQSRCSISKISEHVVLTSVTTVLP
Active calls of the source: *; i = inactive; . = no result given; & = joins results of further samples.

structure | CHT PAM | OX1R antagonist
CCN(CC)C(=O)CSc1nnc2nnc3cc(C)ccc3n12 | i | -19
Cc1nnc(NCc2ccccc2)c2ccccc12 | i | -18
CCN(CC)S(=O)(=O)c1ccc(C)c(NC(=O)COc2ccc(Br)cc2Cl)c1 | i | -36
Cc1ccc(NS(=O)(=O)c2ccc(-c3csc(C)n3)s2)c(C)c1 | i | -25
COc1ccccc1NC(=O)Nc1c(C)n(C)n(-c2ccccc2)c1=O | i | -5
O=C(Nc1ccccc1)Nc1nnc(COc2ccccc2F)s1 | i | -7
COc1ccc(C(=O)NCCS(=O)(=O)NCC2CCCO2)cc1 (configuration not stated) | i | -6
CCCC(=O)Nc1ccc(S(=O)(=O)N2CCC(c3nc4ccccc4[nH]3)CC2)cc1 | i | -24
CC(C)OC(=O)NCN1C(=O)C2C3C=CC(C3)C2C1=O (configuration not stated) | i | 6
COc1cc(NS(=O)(=O)c2ccc3c(c2)n(C)c(=O)n3C)cc(OC)c1 | i | -27
NC(=O)c1ccccc1NC(=O)CCCCCn1nnc2ccccc2c1=O | i | -31
C/C(=N/NC(=O)c1cc(-c2ccc(Cl)s2)[nH]n1)c1ccco1 | i | -1

The last two entries of the part above lead into the next:
structure | CHT PAM | OX1R antagonist
NC(=O)c1ccccc1NC(=O)CCCCCn1nnc2ccccc2c1=O | i | -31
C/C(=N/NC(=O)c1cc(-c2ccc(Cl)s2)[nH]n1)c1ccco1 | i | -1
Cc1ccc(CN(C)C(=O)c2cccc(S(=O)(=O)N3CCN(Cc4ccccc4)CC3)c2)o1 | i | -41
CCN(CC)c1cc(CS(=O)c2ccccc2)nc(-c2ccccc2)n1 (configuration not stated) | i | -41
COCn1cnc(-c2ccccc2)c1-c1ccccc1 | i | -8
O=C(O)CN1CCN(Cc2ccccc2F)C1=O | i | 2
CCOc1cnc(-c2ccccc2F)o1 | i | -12
CC(O)C(NS(=O)(=O)c1ccc(Cl)cc1)C(=O)OCc1nnc(-c2ccccc2)o1 (configuration not stated) | i | -40
COC(=O)c1cc(NS(=O)(=O)c2cccc(Cl)c2)ccc1N1CCOCC1 | i | -26
Cc1cccn2c(=O)c3cc(C(=O)NC4CCS(=O)(=O)C4)sc3nc12 (configuration not stated) | 6.4* | -9
O=C(CNc1ccc(C(F)(F)F)cc1)Nc1cccc(S(=O)(=O)N2CCCC2)c1 | . | 6
COc1ccc(N2CCN(C(=O)c3ccc(S(=O)(=O)NCc4ccco4)cc3)CC2)cc1 | . | 2
CC(=O)Nc1ccc(N2CCCC(C)C2)c([N+](=O)[O-])c1 (configuration not stated) | i | 2
Cc1cc(C(=O)NC(CC(C)C)C(=O)O)cc(C)c1[N+](=O)[O-] (configuration not stated) | i | 14
COc1cc([N+](=O)[O-])ccc1NC(=O)C[n+]1ccccc1 | i | 0
CCCCOc1ccc(S(=O)(=O)NCc2csc(C)n2)cc1 | i | 11
O=C(CN1CCSC1=O)N1CCN(S(=O)(=O)c2ccccc2)CC1 | . | -7
O=c1c(O)c(-c2ccc(O)c(O)c2)oc2cc(O)cc(O)c12 | i | -16
Cc1ccc(C(=O)Nc2cc(C(F)(F)F)ccc2N2CCCCC2)cc1[N+](=O)[O-] | i | -25
OCc1nnc2c3ccccc3c(-c3ccccc3)nn12 | i | -19
Cc1ccccc1N(CC(=O)NCC1CCCO1)C(=O)CNS(=O)(=O)c1ccc(F)cc1 (configuration not stated) | i | -11
Cc1ccc(S(=O)(=O)Nc2ccc(S(=O)(=O)Nc3nccs3)cc2)cc1C | . | 12
NC(=O)c1nc(C2CCCCC2)nc2c1[nH]c(=O)n2-c1ccc(F)cc1 | i | -2
C/C(=N\NC(=O)C1CCCC1)c1ccc(Cl)cc1Cl | i | .
CCN(C(=O)CSc1ncccc1C(=O)Oc1cccc([N+](=O)[O-])c1)c1cccc(C)c1 | i | -9
CC(C)(C)NC(=O)CSc1nnc(C2CC2)n1Cc1ccccc1 | i | -14
COCC1CCCN(Cc2cn[nH]c2-c2cc3ccccc3o2)C1 (configuration not stated) | i | -31
COc1cc(-n2c(-c3ccccc3)n[nH]c2=S)c(OC)cc1Cl | i | -16
COc1cccc(-n2nnnc2SCC(=O)NCCc2ccc(OC)c(OC)c2)c1 | i | -28
COc1ccc(C2=CC(=O)CC(C)(C)C2)cc1 | . | -8
S=C(Nc1ccccc1)N1CCn2c(nc3ccccc32)C1 | i | -8
O=C(CCCn1c(=S)[nH]c2ccccc2c1=O)NC1CCCC1 | i | -13
CC(=O)c1cccc(NC(=O)N2CCCC2C(=O)NCc2ccccc2)c1 (configuration not stated) | i | -22
CCOc1ccc2nc(Nc3nc(CSc4nnnn4-c4ccccc4)cc(=O)[nH]3)nc(C)c2c1 | i | -22
Cc1[nH]c2ccccc2c1SCCN | i | -14
CC(C)(C)c1ccc(C(=O)c2c[nH]c(C(=O)O)c2)cc1 | i | -2
CC(C)C(NC(=O)C1CCC(C(C)(C)C)CC1)C(=O)NCc1cccnc1 (configuration not stated) | i | -50
O=C(OCC(=O)N1CCN(C(=O)c2ccco2)CC1)c1ccccc1O | i | -21
Cn1c(SC/C=C/c2ccccc2)nnc1-c1cccs1 | i | -2
Cc1cc(C)nc(SCC(CSc2nc(C)cc(C)n2)C(=O)O)n1 | i | -15
COc1ccc(N(C(=O)Nc2ccc(Cl)cc2)C2=NCCC2)cc1 | i | 10
CCOC(=O)C1=C(C)Nc2ccccc2N=C1NC(=O)c1cc(C)on1 | . | -12
O=C(Nc1ccccc1F)c1ccc2nc(N3C(=O)CCC3=O)sc2c1 | i | -2
CCCN(CCC)S(=O)(=O)c1ccc(C(=O)NNC(=O)c2cc(OC)c(OC)c(OC)c2)cc1 | i | -16
COc1ccc(/C=N/Nc2ccc(C(=O)O)cc2)cc1OC | i | -14
Cc1cc(C)c(NC(=O)CS(=O)CC(=O)N2CCN(c3ccc(F)cc3)CC2)c(C)c1 (configuration not stated) | i | -22
CN(C)/C=C1/Sc2ccccc2C1=O | i | -4
O=C(CC1Nc2ccccc2NC1=O)NC1CCCCC1 (configuration not stated) | i | -9
O=C(NCCC1=CCCCC1)C1CCN(c2nnc(-n3cccc3)s2)CC1 | i | -32
CCC1=NN2C(=N)/C(=C\c3cccn3-c3c(C)cccc3C)C(=O)N=C2S1 | i | -6
CCn1nc(NC(=O)c2ccco2)c2cc3cc(C)ccc3nc21 | i | -17
COc1ccc(NC(=O)c2ccc(C(=O)Nc3ccc(OC)cc3OC)cc2)c(OC)c1 | i | -31
N#CC1=C2SCCN2C(=O)C(C#N)C12CCCCC2 (configuration not stated) | i | -10
O=C(CSc1nc(O)cc(=O)n1-c1ccccc1)Nc1nc2ccccc2s1 | i | 3
CCOC(=O)c1ccc(NCc2ccc3c(c2)OCO3)cc1 | i | 0
O=C(NCCN1CCOCC1)C(=O)NCc1ccc2c(c1)OCO2 | i | -17
Cc1cc(C)c(S(=O)(=O)NCCc2cc3ccc(C)c(C)c3[nH]c2=O)c(C)c1 | i | -1
COc1ccc(NC(=O)CCOc2ccc(C)cc2)cc1S(=O)(=O)N1CCCCC1 | . | -7
CC(C)C(NC(=O)c1c(F)cccc1F)C(=O)NCC(c1ccccc1)N(C)C (configuration not stated) | i | -13
CSc1ccc(S(=O)(=O)Nc2ccc(N3CCOCC3)c(Cl)c2)cc1 | i | 9
Cc1nn(-c2ccc(F)cc2)c(C)c1CN1CCN(CCc2ccccc2)C(CCO)C1 (configuration not stated) | i | -38
C=C1CC(C(=O)N/N=C/c2ccc(O)cc2)C1 | i | -12

Single values from the list:
Value for N#CC1=C2SCCN2C(=O)C(C#N)C12CCCCC2 (configuration not stated) in OX1R antagonist: -10
Value for O=C(NCCN1CCOCC1)C(=O)NCc1ccc2c(c1)OCO2 in OX1R antagonist: -17

More structures:
structure | CHT PAM | OX1R antagonist
CCOC(=O)Cc1csc(NC(=S)NC(=O)CC(C)C)n1 | i | -33
Cc1cc(C)c(S(=O)(=O)n2c([N+](=O)[O-])cnc2C)c(C)c1 | i | 14
Cc1c(C(=O)/C=C/N(C)C)nnn1-c1ccc(Cl)cc1Cl | i | -30
CCCCn1c(Cn2nc(C(=O)O)c3ccccc3c2=O)nc2cc(S(N)(=O)=O)ccc21 | i | -17
COC(=O)c1ccc2c(c1)N(C)S(=O)(=O)c1cnc(SCC(=O)C(C)(C)C)nc1-2 | i | -12
CCOC(=O)C1(Cc2cccc(OC)c2)CCN(Cc2cccc(O)c2)CC1 | i | -23
CCOc1ncccc1C(=O)OCc1ccc(Cl)cc1 | i | -21
O=c1cnnc(Nc2ccccc2F)[nH]1 | i | -8
Clc1ccccc1CNCc1ccncc1 | i | 6
C#CCOCCOCCOCCNc1nc(N2CCN(C(=O)CCCCCCCCCCNC(=O)[C@H](CCCCN)n3cc(C[C@@H](C)CC)nn3)CC2)nc(N2CCN(C(=O)CCCCCCCCCCNC(=O)[C@@H]([C@H](C)O)n3cc(C)nn3)CC2)n1 | i | 10
O=C(CCc1ccc(S(=O)(=O)N2CCOCC2)cc1)Nc1ccc2c(c1)OCCO2 | i | -5
COc1ccc(C(=O)Nc2ccc3c(c2)OCCO3)cc1[N+](=O)[O-] | i | -20
O=C(O)c1ccc(N2CCN(C(c3ccccc3)c3ccccc3)CC2)c([N+](=O)[O-])c1 | i | -6
O=C(CNC(=O)c1sc2ccccc2c1Cl)NCc1cccnc1 | i | -20
CCOC(=O)C1=C(C)NC(C)=C(C(=O)OCC)C1C(=O)OCC(=O)N1CCC(C)CC1 | i | -10&-21
COc1cccc(OCc2cc(C(=O)N3CCCC3c3ccccn3)no2)c1 (configuration not stated) | i | -4
COc1ccccc1CNC(=O)C(=O)NCC1CCCN1S(=O)(=O)c1cccs1 (configuration not stated) | i | -31
COc1ccccc1-c1c(C)oc2cc(OC(=O)c3ccco3)ccc2c1=O | i | -5
CCC(Sc1nnc(C)s1)C(=O)Nc1nccs1 (configuration not stated) | i | -17
CC(C)N(C(=O)[C@H]1C[C@H](CC(=O)NCCN2CCOCC2)C(=O)N2CCc3c([nH]c4ccc(Cl)cc34)[C@]12C)C(C)C | . | -40
COc1cc2c(cc1NC(=O)c1cccc(F)c1)CCCC2 | i | -34
COc1cccc(NC(=O)c2ccc(-n3cccn3)nc2)c1 | i | -13
CCc1cccc(NC(=O)c2sc3nc4n(c(=O)c3c2C)CCC4)c1 | i | -22
O=C1CC(c2ccco2)CC(O)=C1C=Nc1ccccc1-c1ccccc1 (configuration not stated) | i | -41

Whole records, looked up by structure. Screens in order: CHT PAM | OX1R antagonist
Listed for COc1ccccc1-c1c(C)oc2cc(OC(=O)c3ccco3)ccc2c1=O : i | -5
Listed for O=C1CC(c2ccco2)CC(O)=C1C=Nc1ccccc1-c1ccccc1 (configuration not stated) : i | -41

Next part:
structure | CHT PAM | OX1R antagonist
CC(=O)Nc1c([N+](=O)[O-])cc2[nH]c(=O)[nH]c2c1[N+](=O)[O-] | i | -12
Cc1ccccc1OCC(=O)OCC(=O)NCc1ccccc1 | . | -13
CC(C)(C)c1ccc(C(=O)NCC(=O)OCC(=O)Nc2nc(-c3ccc(F)cc3)cs2)cc1 | i | -14
C=CCn1c(NCc2ccco2)nc2ccccc21 | i | .
COc1ccc(CNC(=O)C2C3C=CC4(CN(Cc5cccnc5)C(=O)C24)O3)cc1 (configuration not stated) | i | -7
COc1ccccc1CO/N=C/NC(=O)c1c(OC)ccnc1Oc1ccc(F)cc1 | i | -13
O=C(COc1ccc2c(c1)OCO2)Nc1nccs1 | i | -12
CC1CCCCC1NC(=O)COc1ccccc1C#N (configuration not stated) | . | 0
O=C(O)/C=C/C(=O)NNC(=O)c1ccccc1Br | i | 2
O=C(Nc1cnc2ccccc2c1)c1cccc(-n2cnnn2)c1 | i | -4
COC(=O)c1nnc(-c2ccccc2)nc1OC | i | -10
COc1ccc(/C=C(/NC(=O)c2ccco2)C(=O)N2CCCC2=O)cc1 | i | -3

2 of the compounds above, as labelled records:
CN(C)/C=C1/Sc2ccccc2C1=O
  CHT PAM: i; OX1R antagonist: -4
O=C(CC1Nc2ccccc2NC1=O)NC1CCCCC1 (configuration not stated)
  CHT PAM: i; OX1R antagonist: -9

More records follow:
structure | CHT PAM | OX1R antagonist
Cc1ccc(C(=O)N/C(=C\c2cccs2)C(=O)NCC2CCCO2)cc1C (configuration not stated) | i | -14
CC(=O)N1CCc2cc(S(=O)(=O)NCCCOC(C)C)ccc21 | i | 0
CC(Sc1ccccn1)C(=O)Nc1ccc2c(c1)OCCO2 (configuration not stated) | . | -18
Cc1ccc(-c2csc(NC(=O)c3ccc(C)o3)n2)cc1 | i | -39
CCC(CC)C(=O)Nc1ccccc1NC(C)=O | i | -17
O=C(N/N=C1\CCCc2ccccc21)c1ccc([N+](=O)[O-])cc1 | i | -11
OC(Cn1cncn1)c1ccc(Cl)cc1 (configuration not stated) | i | 2
Cc1ccc(S(=O)(=O)N2CCOCC2)cc1NC(=O)COC(=O)COc1cccc2c1OC(C)(C)C2 | i | -13
Cc1ccccc1CSc1nc2c(c(=O)[nH]1)CCC2 | i | -25
Cc1ccc(S(=O)(=O)NCC(=O)N2CCN(c3ccccn3)CC2)cc1 | i | -12
CCN(CC)c1ccc(C(=O)Nc2cccc(F)c2)cc1 | i | -15
Cc1ccc2c(C)nc(SC(C(=O)c3ccccc3)c3ccccc3)nc2c1 (configuration not stated) | i | -29
C[C@@H]1[C@H]2[C@@H]3CC[C@@H](C3)[C@H]2CN[C@H]1c1cn(Cc2ccccc2)c2ccccc12 | . | -6
CN1CCN(C(=O)c2cc3cc(F)ccc3[nH]2)CC1 | i | .
CSCCNC(C)=O | i | -6
CCCCc1nc2ccccc2c(NC(=O)CN2CCCC2)c1CCC | i | -16
O=C(N1CCOCC1)C1(S(=O)(=O)c2ccccc2)CC=CC1 | i | -3
